Screening results from PubChem.
PDI turbidity = blocks human protein disulfide isomerase activity; PDI insulin aggregation turbidity, A650, 90 min; inhibition, % at 10 µM; 350,000 compounds, 0.052% hits;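 active = mean inhibition across replicates of 30% or more, whatever share of single replicates reach that level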;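 note: absorbance from insulin aggregation driven by PDI reduction with DTT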
Target sequence (P07237 whole entry, looked up): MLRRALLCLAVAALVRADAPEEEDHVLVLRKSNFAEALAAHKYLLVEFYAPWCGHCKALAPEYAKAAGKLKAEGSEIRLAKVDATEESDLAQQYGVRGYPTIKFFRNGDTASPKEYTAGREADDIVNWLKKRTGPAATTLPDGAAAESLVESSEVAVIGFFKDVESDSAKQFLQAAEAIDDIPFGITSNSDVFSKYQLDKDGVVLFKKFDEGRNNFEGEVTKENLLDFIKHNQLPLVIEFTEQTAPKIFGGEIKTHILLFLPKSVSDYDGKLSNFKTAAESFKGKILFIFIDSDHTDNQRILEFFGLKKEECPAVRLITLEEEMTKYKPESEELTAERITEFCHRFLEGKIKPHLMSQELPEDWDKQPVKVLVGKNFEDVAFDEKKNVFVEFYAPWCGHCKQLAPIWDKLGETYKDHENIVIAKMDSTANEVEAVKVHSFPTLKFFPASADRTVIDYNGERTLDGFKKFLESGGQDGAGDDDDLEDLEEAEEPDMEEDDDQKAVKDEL
Cardio protect = modulators protecting cardiomyocytes from myocardial damage | protection from H2O2 cell death, % at 20 µM | 360,000 compounds, 0.63% hits | H9c2 cardiomyocytes, H2O2 injury protection, ATPLite, 2 h;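 active = compounds giving at least 50% protection of heart cells from peroxide-induced death in the single-dose screen, raw or plate-pattern-corrected value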;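 note: 0% = DMSO wells with peroxide and 100% = DMSO wells without peroxide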
CaV13 FRET inh = Primary screen for inhibitors of IQ motif and Ca2+-dependent inactivation inhibitor domain binding in CACNA1D, Förster resonance energy transfer in living cells, …; inhibition, % at 12.3 µM; AID 743397; 340,000 compounds, 0.098% hits; HEK cells, CFP/YFP FRET ICDI-IQ, plate reader, 10 min; percent FRET-ratio fall versus neutral wells;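 active = mean replicate inhibition of at least 30% and at least 1% of replicates passing that level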;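 note: 0% = median of the neutral control wells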
MC4R barr agon = activates human MC4R beta-arrestin recruitment; U2OS MC4R beta-arrestin complementation, luminescence; percent of melanotan II response, DMSO zero; activation, % at 8.9 µM; 360,000 compounds, 0.98% hits; AID 540308;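 active = activation above a per-plate cutoff, the mean activation of sample wells on that plate plus 3 SD, cut at about 8% in these data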
Target sequence (P32245 whole entry, looked up): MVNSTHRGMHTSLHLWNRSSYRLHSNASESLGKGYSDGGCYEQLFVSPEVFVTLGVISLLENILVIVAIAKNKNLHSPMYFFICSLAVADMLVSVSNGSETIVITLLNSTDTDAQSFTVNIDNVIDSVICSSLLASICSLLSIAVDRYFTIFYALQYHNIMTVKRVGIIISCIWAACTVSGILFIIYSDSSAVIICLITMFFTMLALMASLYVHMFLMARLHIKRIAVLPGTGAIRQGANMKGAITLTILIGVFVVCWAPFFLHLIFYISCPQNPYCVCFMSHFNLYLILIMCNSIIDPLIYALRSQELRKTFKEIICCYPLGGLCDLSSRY
Glyco luc inh = N-linked glycosylation inhibition | reporter increase, % at 12.5 µM | D54 ERlucT glycosylation luciferase reporter, 24 h; percent of 100 nM tunicamycin response | 360,000 compounds, 0.23% hits;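 active = mean luciferase reporter signal, scaled so untreated is 0 and the glycosylation-blocking control 100, at or above a set limit in every replicate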;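 note: luciferase carries N-glycosylation sites so blocking glycosylation raises the light; 0% = median of neutral control wells and 100% = median of 100 nM tunicamycin wells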
MC4R antag cAMP = blocks human MC4R cAMP signaling | P32245 | MC4R-expressing cells, MTII-stimulated cAMP, LANCE TR-FRET | inhibition, % at 6.5 µM | 360,000 compounds, 0.48% hits | AID 540295;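 active = inhibition above its plate's cutoff, the mean of tested wells on that plate plus 3 SD, cut at about 29% in these data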;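 note: 0% = Melanotan II alone and 100% = Melanotan II plus saturating MCL0020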
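Assay system: human MC4R-expressing U2OS cells; reagent: Melanotan II stimulation of cells; dosing: 6.5 µM single dose; timing: compound 30 min, challenge 1 h, detection 1 h; signal: TR-FRET cAMP assay; replicates: one well per compound, no replicates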
HTR2A ag = mouse HTR2A agonism via beta-arrestin recruitment. P35363. CHO-K1 mHTR2A beta-arrestin complementation, luminescence; percent of 30 µM serotonin response. activation, % at 7.6 µM. 360,000 compounds, 0.66% hits. AID 624169;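 active = activation above a run cutoff, the mean activation of all tested compounds plus 3 SD, cut at about 14% in these data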;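 note: 0% = plate median of compound wells and 100% = 30 µM serotonin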
Vif inh = HIV Vif inhibition; HEK293T cells, Vif self-association by quenched fluorescence, imaging, 24 h; 340,000 compounds, 0.35% hits; inhibition, % at 7.49 µM; in the data active = inhibition above about 50%, passing the limit was not always enough; note: some results filed as inactive read as strong as hits
ABCB6 inh MLPCN = human ABCB6 transporter inhibition; Q9NP58; 360,000 compounds, 0.19% hits; fluorescence ratio to DMSO, % at 10 µM; K562-ABCB6 porphyrin accumulation, flow cytometry, 1 h; active compounds read low; AID 602162;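 active = fluorescence ratio to DMSO below 75%, the collection mean minus 3 SD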;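 note: signal is porphyrin accumulated inside mitochondria; 100% equals median channel fluorescence of DMSO control wells; lower ratio means ABCB6 inhibition with less porphyrin fluorescence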
aDG glyco up = increases alpha dystroglycan glycosylation; Pro5-aDG cells, alpha-DG glycosylation AlphaScreen (IIH6); 0% Pro5, 100% B10-LARGE cell signal; activation, % at 10 µM; 360,000 compounds, 0.22% hits; AID 624168;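 active = activation of at least 8% versus controls, or a plate z-score of at least 8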;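 note: Pro5 are CHO cells carrying HIG-tagged alpha-DG that lacks glycosylation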
* marks the source's active call; other numbers are inactive results; x = not tested or not shown.

SMILES	PDI turbidity	Cardio protect	CaV13 FRET inh	MC4R barr agon	Glyco luc inh	MC4R antag cAMP	HTR2A ag	Vif inh	ABCB6 inh MLPCN	aDG glyco up
CC1CCc2nc(N)c(C#N)c(-c3cccnc3)c2C1 (configuration not stated)	-14.7	1.3	-6.1	-0.6	-11.1	11.3	2.2	-10.4	95.0	-0.1
Cc1ccc(NC(=O)CSc2nnc(-c3cnccn3)n2C)cc1C	9.6	1.8	-12.6	-1.8	7.9	-2.5	-2.6	-1.1	99.0	-0.1
CCN(CC1CCCO1)C(=O)c1cc(COc2ccccc2SC)on1 (configuration not stated)	-10.2	-2.6	x	-0.6	-1.2	0.6	-3.3	-2.3	92.0	-0.1
Nn1c(SCC(=O)NCCc2ccc(S(N)(=O)=O)cc2)nnc1C1CCCCC1	-7.7	4.8	-1.9	-1.6	1.1	7.0	-0.3	4.3	97.0	0.1
CC(=O)c1ccc(S(=O)(=O)Nc2ccc(C(=O)N(C)CC(=O)Nc3cccc(C)c3C)cc2)cc1	10.3	1.4	-5.2	-1.6	0.5	1.1	7.5	-2.1	89.0	0.1
O=C(COC(=O)COc1ccccc1[N+](=O)[O-])NC1CCCC1	-1.6	6.5	-5.4	-0.7	1.3	10.4	1.7	-0.4	95.0	0.0
COc1ccc(Nc2oc(-c3ccc(F)cc3)nc2C#N)cc1	5.3	-1.9	-4.9	3.0	16.0	-13.1	8.2	12.5	102.0	0.0
CCn1c(SCC(=O)N2CCCCCC2)nc2c(c1=O)SCC2	3.2	3.9	x	3.0	-0.9	1.7	3.3	-5.4	93.0	0.9
O=C(CCCC(=O)N(CC(=O)NC1CCCC1)Cc1ccc(F)cc1)Nc1ccccn1	1.9	13.7	-4.4	1.2	-0.3	7.2	6.9	9.5	126.0	0.0
CCOc1ccc(S(=O)(=O)n2ccnc2)c2ccccc12	0.4	-7.4	-5.6	1.1	1.3	3.9	-0.2	12.1	99.0	0.2
CNc1c2cccc(C)c2nc2c(C(=O)NCCN(C)C)cccc12	-3.2	-3.2	-12.4	-0.8	-19.4	-4.4	1.5	-13.3	188.0	-0.4
Cc1ccc(N(C(=O)c2csnn2)C(C(=O)NC2CCCCC2)c2ccccn2)cc1 (configuration not stated)	0.4	-1.2	-3.7	-1.2	-0.7	2.6	6.8	-0.8	96.0	0.3
S=C(N/N=C/c1ccc2c(c1)OCO2)NC1CC2CCC1C2 (configuration not stated)	-1.5	-0.1	-4.7	1.9	-3.0	-4.5	4.1	-9.3	95.0	-0.1
O=C(CNC(=O)c1[nH]cnc1C(=O)N[C@@H](Cc1ccccc1)C(=O)OCc1ccccc1)OCc1ccccc1	-4.8	10.2	9.9	3.0	3.0	9.8	-4.2	-8.1	94.0	0.4
CCc1nnc(N2CCN(c3ncnc4c3oc3ccccc34)CC2)s1	-2.8	-9.8	-4.6	-1.1	0.8	13.9	4.0	2.8	97.0	4.0
CCCn1cnnc1CNC(=O)C1CCC(=O)N(CCc2ccc(OC)cc2)C1 (configuration not stated)	3.9	0.5	-4.4	-4.1	-0.1	0.9	0.1	-1.5	100.0	-0.1
Cc1cc(C(F)(F)Cl)n2ncc(-c3ccccn3)c2n1	-3.6	5.7	-15.2	-1.9	-0.4	8.8	4.1	4.9	91.0	-0.1
COc1cccc(CNC(=O)CN(C)S(=O)(=O)c2ccc3c(c2)c(=O)n(C)c(=O)n3C)c1	x	3.1	-10.1	2.2	2.7	-5.6	4.0	x	96.0	-0.7
COc1ccc(C(=O)O)cc1S(=O)(=O)Nc1ccccc1Cc1ccccc1	-2.8	8.7	-2.5	0.3	0.4	11.3	-0.6	-4.0	95.0	0.0
COc1ccc(NC(=O)CCCN(C)S(=O)(=O)c2ccc(C)cc2)cc1	6.2	-4.0	-3.2	-1.6	-2.5	0.5	-0.4	1.8	99.0	-0.1
O=C1CN(C(=O)c2c(F)cccc2F)C(c2ccccc2)c2cc(Br)ccc2N1 (configuration not stated)	-6.8	5.4	-18.7	1.9	-2.5	16.8	6.0	-3.7	101.0	0.1
C=CCN1C(=O)C(CC(=O)O)SC1=Nc1cccc([N+](=O)[O-])c1 (configuration not stated)	10.1	8.3	-2.8	-1.0	3.5	1.3	4.6	-2.5	97.0	0.3
Cc1ccc(NC(=O)c2cc(-c3ccc4c(c3)OCO4)on2)cc1C	-3.0	-9.3	-2.7	-1.0	-0.2	7.8	-5.2	2.9	90.0	0.1
O=C1NC(c2ccccc2)=C(c2ccc3ccccc3n2)C(c2ccncc2)N1 (configuration not stated)	-3.7	3.1	-5.0	0.3	0.8	5.7	0.0	0.0	100.0	-0.1
COCCNc1nc2sc3c(c2c(=O)n1Cc1ccco1)CCCCC3	-8.0	x	-4.4	2.0	-10.2	10.6	-3.0	-8.8	98.0	x

Whole records, looked up by structure. Order of screens: PDI turbidity, Cardio protect, CaV13 FRET inh, MC4R barr agon, Glyco luc inh, MC4R antag cAMP, HTR2A ag, Vif inh, ABCB6 inh MLPCN, aDG glyco up
O=C1CN(C(=O)c2c(F)cccc2F)C(c2ccccc2)c2cc(Br)ccc2N1 (configuration not stated) is listed with -6.8, 5.4, -18.7, 1.9, -2.5, 16.8, 6.0, -3.7, 101.0, 0.1
COCCNc1nc2sc3c(c2c(=O)n1Cc1ccco1)CCCCC3 is listed with -8.0, x, -4.4, 2.0, -10.2, 10.6, -3.0, -8.8, 98.0, x
O=C1NC(c2ccccc2)=C(c2ccc3ccccc3n2)C(c2ccncc2)N1 (configuration not stated) is listed with -3.7, 3.1, -5.0, 0.3, 0.8, 5.7, 0.0, 0.0, 100.0, -0.1

Later entries:
SMILES	PDI turbidity	Cardio protect	CaV13 FRET inh	MC4R barr agon	Glyco luc inh	MC4R antag cAMP	HTR2A ag	Vif inh	ABCB6 inh MLPCN	aDG glyco up
Cn1c(=O)[nH]c(=O)c2c1nc(N1CCOCC1)n2CC(O)COc1ccc2ccccc2c1 (configuration not stated)	-37.7	39.6	-1.4	-0.8	1.5	3.9	-1.9	-3.7	98.0	0.1
Cc1ccc(N(C)S(=O)(=O)c2ccc3c(c2)CC(C)N3C(=O)C2CC2)cc1 (configuration not stated)	-15.0	-0.1	-4.1	-0.4	0.7	-1.1	-0.7	-1.2	99.0	0.3
O=C(NCCN1C(=O)CCC1=O)c1ccncc1	-10.1	8.2	-4.5	2.7	1.6	5.8	-0.6	10.9	89.0	0.1
COC(=O)c1ccccc1Oc1cc(C(F)(F)F)nc(-c2ccccn2)n1	-1.3	-4.0	-2.5	0.4	0.5	7.2	-1.7	-2.4	99.0	0.2
CCNc1ccc(S(=O)(=O)C(F)(F)F)cc1NC(=O)C12CCC(CC1)C2	-1.2	-1.5	-8.7	1.9	3.4	18.3	3.8	6.8	100.0	0.1
C=CCn1c(SC(C)CC)nc(O)cc1=O (configuration not stated)	4.3	18.2	-5.4	-1.4	1.9	5.5	10.4	-0.1	106.0	0.0
CSc1cc(-c2ccc(Cl)cc2)n(Cc2ccccc2)c(=O)c1C#N	-0.4	-14.4	-1.4	-0.4	1.4	6.9	5.1	3.4	100.0	-0.2
O=C(C1=C[C@H](c2ccccc2)C[C@H](OCCCCO)O1)N1CCN(Cc2ccccc2)CC1	2.5	-3.4	-5.1	-0.3	0.6	7.5	-2.3	-16.5	97.0	0.1
O=C(Nc1ccccc1Cl)NC1(C(=O)NCC2CCCO2)CCCCC1 (configuration not stated)	7.8	-4.1	-6.7	-1.4	1.5	16.8	1.3	-21.5	96.0	0.7
COC(=O)c1cscc1S(=O)(=O)Cc1ccccc1	4.0	3.1	-0.7	-2.0	0.1	0.9	-1.3	16.9	104.0	-0.2
O=C(CCc1ccc(S(=O)(=O)N2CCOCC2)cc1)Nc1c(F)cccc1F	2.5	4.2	-5.4	-1.3	-0.4	5.0	2.0	3.0	95.0	-0.4
CC(=O)NC(C)(CC(=O)c1ccccc1)c1ccccc1 (configuration not stated)	3.2	1.8	-4.3	-2.7	-0.8	1.6	-3.7	12.5	96.0	-0.2
CN(C)c1ccc(/C=N/N(Cc2ccccc2)c2ccccc2)cc1	11.2	-1.4	-4.1	1.3	0.8	-4.8	1.1	-0.6	91.0	-0.5
CN(C)c1ccc(/C=N/NC(=O)CNC(=O)/C=C/c2ccco2)cc1	-5.9	-1.6	-4.0	-0.7	2.7	-2.6	-4.8	9.0	92.0	0.0
COc1ccc(NC(=O)CN2CCN(c3c(C)cc(C)cc3C)CC2)cc1	13.3	-6.7	-10.1	2.6	-0.6	4.6	-0.6	5.0	96.0	-0.1
CC(C)n1nc(Cc2cccc3ccccc23)c(C#N)c1N	1.9	0.2	-6.4	-1.3	-5.8	-0.8	-1.5	6.7	99.0	0.3
CC1(C)C2CC[C@]3(C)C(CC=C4[C@@H]5C[C@@](C)(CO)[C@@H](O)C[C@]5(C(=O)O)CC[C@]43C)[C@@]2(C)CC[C@@H]1O (some centres not stated)	x	6.4	x	2.0	-0.2	5.4	-3.2	67.3*	102.0	0.0
O=C(CN1C2=NCCN2c2ccccc21)C12CC3CC(CC(C3)C1)C2	2.0	-10.3	x	-1.5	8.0	-5.0	-2.7	-7.3	97.0	2.5
CCN(CC)C(=O)[C@H]1CC(CC(=O)NCCc2ccccn2)C(=O)N2CCc3c([nH]c4ccccc34)[C@]12C (some centres not stated)	-2.0	8.3	-5.0	-2.3	2.2	15.2	-0.9	1.1	100.0	0.2
CC(C)c1ccc(C(=O)NNC(=O)c2n[nH]c(=O)c3ccccc23)cc1	8.2	31.2	-1.9	0.2	5.3	1.0	-6.8	9.4	95.0	0.0
CSCc1ccc(C(=O)NCc2ccccc2)cc1	-3.4	-0.2	-6.1	-2.2	1.1	3.3	-7.3	-5.1	106.0	0.2
Clc1ccc(/C=N/c2c(-c3ccc(Cl)cc3)nc3n2CCS3)cc1	7.0	-2.8	x	-0.2	2.4	10.9	3.8	-1.9	96.0	-0.6
COc1ccc(C(=O)NCC2(c3ccccc3)CCCC2)c(OC)c1	-1.4	-2.8	-13.0	0.6	-5.1	13.3	-1.6	-9.3	98.0	0.3
O=C(CSc1n[nH]c(-c2ccccc2)n1)NC1CCCCC1	-3.0	0.9	-2.4	-2.2	0.5	-1.6	-0.1	-6.3	95.0	0.1
COc1cc(CCCN2C(N)=NC[C@H]2Cc2ccc(O)cc2)cc(OC)c1OC	10.6	17.5	x	-1.4	1.3	1.9	7.7	3.9	99.0	0.0
CC12CN3CC(C)(CN(C1)C3c1ccccc1)C2O (configuration not stated)	1.9	6.0	-7.5	-0.9	1.2	5.7	0.4	-2.0	94.0	0.0
C=CCn1c(SCC(=O)c2c(N)n(C3CC3)c(=O)[nH]c2=O)nnc1-c1ccoc1C	-1.8	3.1	-5.0	-0.8	0.9	-5.0	4.2	9.3	95.0	-0.2
O=C(NCc1cccnc1)c1cccn1-c1ncc(C(F)(F)F)cc1Cl	-2.5	2.9	-5.3	2.3	-0.2	16.4	4.9	-2.4	102.0	0.0
O=C1c2ccccc2C(O)(c2ccccc2)N1CCc1ccccc1 (configuration not stated)	2.4	-2.7	-4.6	-0.9	-4.7	3.9	-0.1	-4.3	103.0	-0.1

Rows are unselected; 3.6% or so of the library scored in one or more.
